Bioassay records: PubChem BioAssay, several laboratories
LAP4-GFP MLPCN – modulators of LAP4-GFP expression in yeast, primary screen, S. cerevisiae, multiplex flow cytometry, MLPCN library; actives 0.34% (n = 320,000); GFP response vs DMSO, % at 10 µM; 3 h; median GFP as percent of DMSO wells;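 active = GFP response vs DMSO above a set limit, about the screen mean plus 3 SD, cut at about 150% in these data; inconclusive = under 70 cell events counted for the yeast strain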
RPL19A TOR yeast – RPL19A-GFP expression modulators in yeast, primary screen, cell-based, S. cerevisiae, multiplex flow cytometry, MLPCN | AID 2025, 2009 | S. cerevisiae RPL19A-GFP strain, 3 h; active compounds read low | percent response vs DMSO, % at 10 µM | actives 0.3% (n = 330,000);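 active = percent response vs DMSO below 50%; inconclusive = fewer than 70 events counted for the yeast strain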;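 note: median channel GFP fluorescence of the barcoded RPL19A-GFP strain; ratio of sample median GFP to plate DMSO average so 100% = DMSO; lower means less RPL19A-GFP as with rapamycin TOR inhibition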
AHR act – AHR activators, primary screen, cell-based, luminescence, luciferase reporter, human. actives 2.5% (n = 320,000). AHR-responsive luciferase reporter cells. activation, % at 5 µM; in the data active = activation above about 47%;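 note: 0% = vehicle wells and 100% = reference agonist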
Target sequence (P35869 whole entry, looked up): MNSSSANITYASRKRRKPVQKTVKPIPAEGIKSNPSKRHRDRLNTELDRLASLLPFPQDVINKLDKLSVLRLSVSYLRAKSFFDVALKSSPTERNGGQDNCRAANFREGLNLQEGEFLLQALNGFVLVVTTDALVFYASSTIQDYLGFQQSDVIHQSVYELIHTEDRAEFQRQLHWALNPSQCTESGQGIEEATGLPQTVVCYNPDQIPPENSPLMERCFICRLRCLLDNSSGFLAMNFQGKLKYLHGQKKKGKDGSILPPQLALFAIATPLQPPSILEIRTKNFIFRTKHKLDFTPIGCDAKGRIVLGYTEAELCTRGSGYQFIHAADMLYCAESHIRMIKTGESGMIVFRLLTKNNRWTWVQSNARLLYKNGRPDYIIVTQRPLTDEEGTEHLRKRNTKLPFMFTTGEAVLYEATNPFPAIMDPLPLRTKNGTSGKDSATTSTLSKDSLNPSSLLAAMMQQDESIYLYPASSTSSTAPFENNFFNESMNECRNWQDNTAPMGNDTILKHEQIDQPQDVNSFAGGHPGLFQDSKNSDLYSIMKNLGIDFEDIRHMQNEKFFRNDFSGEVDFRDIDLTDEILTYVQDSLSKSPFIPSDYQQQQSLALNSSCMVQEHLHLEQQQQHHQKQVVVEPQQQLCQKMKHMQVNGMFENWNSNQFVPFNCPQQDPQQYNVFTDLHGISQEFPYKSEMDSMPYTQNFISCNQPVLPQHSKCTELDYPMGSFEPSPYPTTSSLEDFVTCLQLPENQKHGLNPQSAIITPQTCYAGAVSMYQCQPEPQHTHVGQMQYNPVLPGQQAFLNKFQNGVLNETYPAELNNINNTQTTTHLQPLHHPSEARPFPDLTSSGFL
MEP2-GFP yeast – modulators of MEP2-GFP levels in yeast, primary screen, S. cerevisiae, multiplex flow cytometry, MLPCN library; S. cerevisiae MEP2-GFP strain, 3 h; 100% = DMSO control level; GFP response vs DMSO, % at 10 µM; AID 2016, 2009; actives 0.51% (n = 330,000);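 active = GFP response versus DMSO above a set limit, roughly screen mean plus 3 SD, cut at about 180% in these data; inconclusive = fewer than 70 cells counted for a yeast strain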;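 note: median GFP fluorescence of the barcode-gated MEP2-GFP cells per well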
AGP1-GFP MLPCN – modulators of AGP1-GFP expression in yeast TOR pathway, primary screen, cell-based, multiplex flow cytometry, S. cerevisiae, MLPCN library | 3 h; GFP as percent of DMSO wells | actives 0.02% (n = 320,000) | GFP response vs DMSO, % at 10 µM;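 active = GFP response relative to DMSO above a set limit, near screen average plus 3 SD, cut at about 150% in these data; inconclusive = fewer than 70 cells counted for the yeast strain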;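 note: median GFP channel fluorescence of the gated AGP1 strain per well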
CIT2 TOR yeast – modulators of CIT2-GFP expression in yeast, primary screen, S. cerevisiae, GFP fusion, multiplex flow cytometry, MLPCN library | S. cerevisiae CIT2-GFP strain, 3 h; 100 means same as DMSO wells | GFP response vs DMSO, % at 10 µM | actives 0.065% (n = 320,000) | AID 2029, 2009;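 active = GFP response relative to DMSO above a set limit, near the screen mean plus 3 SD, cut at about 150% in these data; inconclusive = Fewer than 70 cells measured for a yeast strain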;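 note: ratio of well median GFP fluorescence to mean of DMSO wells on the plate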
procasp7 counter – procaspase-7 activators, primary screen, counter-screen for procaspase-3 activator project, biochemical, absorbance, HTS, human; actives 0.093% (n = 330,000); AID 463210, 2010; recombinant procaspase-7, Ac-DEVD-pNA absorbance 405 nm; D23A/D198A/D206A triple mutant, cannot self-cleave; scale: DMSO 0, 5 µM enzyme 100; activation, % at 8.5 µM; Caspase-7 (Homo sapiens), P55210;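 active = percent activation above the screen-wide mean plus 3 SD, cut at about 25% in these data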
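Replicates: singlicate. Assay system: Procaspase-7 triple mutant (PC-7 D3A). Signal: 405 nm absorbance of p-nitroaniline. Times: 1 h preincubation, 2 h reaction. Buffer or medium: Zinc-free HEPES pH 7.4 with 300 mM NaCl, 0.01% Triton X-100. Also added: DEVD-pNA substrate. Benchmarks: DMSO wells as 0%, DMSO with 5 µM added PC-7 as 100%.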
proCasp3 act – activators of human procaspase-3 D3A mutant, primary screen, biochemical, absorbance, PC-3 D3A mutant, single concentration; Caspase-3 (Homo sapiens), P42574; recombinant procaspase-3 D3A, Ac-DEVD-pNA absorbance 405 nm; activation, % at 8.5 µM; actives 0.11% (n = 330,000);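 active = activation above the mean of all tested compounds plus 3 SD, cut at about 21% in these data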;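 note: 0% = DMSO alone and 100% = DMSO wells spiked with extra 5 µM PC-3 D3A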
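Assay system: Autoprocessing-dead procaspase-3 D3A mutant enzyme; also added: Ac-DEVD-pNA; doses: one concentration, 8.5 µM nominal, 0.8% DMSO; times: 1 h compound preincubation, 2 h substrate hydrolysis at 25 °C; technique: 405 nm absorbance of p-nitroaniline, reads at 0 and 120 min; measure: % activation between DMSO and enzyme-spiked controls; repeats: single replicate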
The depositor's hits bear a star; ? = inconclusive; . = no result given; [ ] = another dose, or the depositor's remark. No enrichment for hits; 3.5% or so of the library scored in one or more.

SMILES | LAP4-GFP MLPCN | RPL19A TOR yeast | AHR act | MEP2-GFP yeast | AGP1-GFP MLPCN | CIT2 TOR yeast | procasp7 counter | proCasp3 act
COCCNC(=O)C(=O)NCC1OCCN1S(=O)(=O)c1ccc2c(c1)OCCO2 (configuration not stated) | 100 | 92 | -1 | 98 | 92 | 102 | 2 | 4
Cc1ccc(-n2c(=S)sc3c(=O)n(-c4ccc(F)cc4)c(SCC(=O)O)nc32)cc1C | 91 | 107 | 1 | 110 | 96 | 107 | 3 | 1
O=C(N/N=C/c1ccc(N2CCOCC2)cc1)c1ccncc1 | 114 | 111 | 9 | 114 | 110 | 112 | 14 | 7
O=C(COc1ccccc1F)Nc1ccc(S(=O)(=O)N2CCCC2)cc1 | ? | ? | 10 | ? | ? | ? | -6 | 7
CCCCOC(=O)C1Cc2ccccc2C(=O)O1 (configuration not stated) | 85 | 97 | -3 | 94 | 105 | 84 | -3 | 11
CC(=O)NCCOc1nc(N(C)C)nc(N(C)C)n1 | 97 | 101 | 2 | 98 | 96 | 96 | -2 | 5
COC(=O)C1=C(C)NC(=O)NC1c1ccc(OC(=O)c2ccco2)cc1 (configuration not stated) | 113 | 98 | 2 | 122 | 102 | 103 | 8 | 5
CCn1c(=O)n(CC)c2cc(N3CCCC3)c(NC(=O)c3ccc(OC)c(Br)c3)cc21 | 102 | 95 | 7 | 99 | 92 | 88 | -5 | 8
CC(=O)NCC(O)c1ccc([N+](=O)[O-])cc1 (configuration not stated) | 96 | 105 | 0 | 105 | 105 | 103 | 6 | 5
CCOc1ccc(NC(=O)CSc2nnnn2C2CCCC2)cc1 | 78 | 98 | 3 | 97 | 91 | 90 | 8 | 1
CC(=O)N(c1ccccc1Cl)S(=O)(=O)c1ccc(Cl)cc1 | 111 | 97 | 1 | 90 | 91 | 99 | 5 | 1
COc1ccccc1/C=C/C=N/NC(=O)CCn1cnc2ccccc21 | 113 | 102 | 21 | 102 | 109 | 99 | 4 | 0
O=C1CCCc2ccccc2N1 | 99 | 100 | -3 | 105 | 100 | 102 | -4 | 6
O=C(O)CCCC(=O)Nc1ccc(Br)cc1 | 99 | 94 | -1 | 102 | 101 | 93 | 8 | -1
Cc1ccc(OCC(=O)c2cc(C)n(Cc3ccco3)c2C)c([N+](=O)[O-])n1 | 90 | 95 | -1 | 90 | 102 | 77 | -26 | -15

4 entries from above, with values under each structure.
Each structure is followed by: LAP4-GFP MLPCN | RPL19A TOR yeast | AHR act | MEP2-GFP yeast | AGP1-GFP MLPCN | CIT2 TOR yeast | procasp7 counter | proCasp3 act
COCCNC(=O)C(=O)NCC1OCCN1S(=O)(=O)c1ccc2c(c1)OCCO2 (configuration not stated)
    100 | 92 | -1 | 98 | 92 | 102 | 2 | 4
Cc1ccc(-n2c(=S)sc3c(=O)n(-c4ccc(F)cc4)c(SCC(=O)O)nc32)cc1C
    91 | 107 | 1 | 110 | 96 | 107 | 3 | 1
O=C(N/N=C/c1ccc(N2CCOCC2)cc1)c1ccncc1
    114 | 111 | 9 | 114 | 110 | 112 | 14 | 7
O=C(COc1ccccc1F)Nc1ccc(S(=O)(=O)N2CCCC2)cc1
    ? | ? | 10 | ? | ? | ? | -6 | 7

New compounds follow.
SMILES | LAP4-GFP MLPCN | RPL19A TOR yeast | AHR act | MEP2-GFP yeast | AGP1-GFP MLPCN | CIT2 TOR yeast | procasp7 counter | proCasp3 act
Nc1ccc(C(=O)c2cccs2)cn1 | 92 | 105 | 21 | 107 | 99 | 105 | 3 | 4
CCC(Sc1nc2cc(OC)c(OC)cc2c(=O)n1CCc1ccc(OC)c(OC)c1)C(=O)NCCOC (configuration not stated) | 107 | 100 | 3 | 109 | 121 | 115 | 6 | -3
Cc1ccc(S(=O)(=O)N2CCN(C(=O)Cn3c(=O)cnc4ccccc43)CC2)cc1 | 103 | 99 | 0 | 104 | 102 | 97 | -6 | 2
CC1CCCCN1C(=O)CN1C(=O)CN(C)C(=O)c2ccccc21 (configuration not stated) | 89[may fluoresce violet] | 54[may fluoresce violet] | 1 | 169[may fluoresce violet] | 23[may fluoresce violet] | ? | 5 | 11
O=C(CSc1nnc2n1CCCN2C(=S)Nc1ccc(Cl)cc1)c1ccccc1 | 104 | 102 | 5 | 99 | 94 | . | 2 | -4
COCCN(C(=O)CSc1nc2ccc(OC)cc2[nH]1)c1c(N)n(Cc2ccccc2)c(=O)[nH]c1=O | 99 | 97 | 0 | 117 | 101 | 98 | 11 | 6
COc1ccc(C2NC(=O)CCC2[N+](=O)[O-])c(OC)c1OC (configuration not stated) | 87 | 98 | 0 | 92 | 96 | 97 | 6 | 6
CCCCc1cc(=O)oc2c(CN(C)C)c(O)c(Cl)cc12 | 104 | 99 | 1 | 102 | 103 | 102 | 3 | -1
CNC(=S)N(Cc1cccs1)Cc1cc2cc(OC)ccc2[nH]c1=O | 96 | 102 | 4 | 112 | 103 | 107 | 5 | -4
O=C(CN1CCN(Cc2ccccc2F)C1=O)NCCN1CCOCC1 | 97 | 103 | -4 | 100 | 102 | 98 | 2 | -1
N#C/C(=C\c1coc2ccc(O)cc2c1=O)C(=O)Nc1nc2ccccc2s1 | 108 | 103 | 29 | 107 | 92 | 96 | -11 | -6
O=C(NCCO)c1ccc2nc(Cc3cccc(Cl)c3)oc2c1 | 96 | 106 | 2 | 109 | 104 | 104 | 3 | 2
Nc1nc(-c2ccc(Cl)cc2)nn1C(=O)c1cccs1 | 100 | 98 | 27 | 101 | 95 | 94 | 10 | 3
Cc1ccc(-n2nc(C(N)=O)nc2-c2ccccc2)cc1 | 79 | 97 | -1 | 98 | 86 | 94 | 15 | 5
CC(c1n[nH]c(=S)n1-c1ccccc1)N1CCCCC1 (configuration not stated) | 106 | 100 | 1 | 101 | 100 | 96 | -11 | -13
NC(=O)c1cc([N+](=O)[O-])ccc1NCc1cccc(N)c1 | 106 | 96 | 39 | 98 | 99 | 93 | -9 | 4
CCCS(=O)(=O)N1CCN(CCCc2ccccc2)CC1 | 98 | 102 | 0 | 103 | 105 | 95 | 1 | 7
CCc1nc(Nc2ccccc2O)c2oc3ccccc3c2n1 | 97 | 107 | . | 108 | 101 | 101 | . | .
COc1ccc(Cc2nnc(N/N=C/c3ccc(C)o3)[nH]c2=O)cc1 | 91 | 103 | 5 | 105 | 104 | 99 | -1 | -6
Cc1ccc(-n2c(Cc3cccc4ccccc34)n[nH]c2=S)c(C)c1 | 101 | 103 | 11 | 100 | 103 | 100 | -20 | -9
CCC(C)NCCOc1cccc(Br)c1 (configuration not stated) | 83 | 100 | 1 | 94 | 92 | 94 | -2 | -5
CC(C)CCC(O)(CCC(C)C)C(=O)NN1CCCCC1 | 100 | 105 | 2 | 103 | 104 | 104 | -4 | 5
Cc1ccccc1C1NC(c2ccccc2C)C([N+](=O)[O-])C(C)(C)C1[N+](=O)[O-] (configuration not stated) | 104 | 93 | 3 | 99 | 102 | 96 | 2 | 3
CCn1c(SCc2nc(-c3ccc(OC)c(OC)c3)no2)nnc1-c1cccs1 | 95 | 96 | 3 | 91 | 93 | . | 0 | 1
COc1ncccc1-c1nnn(-c2ccc(F)cc2)n1 | 90 | 102 | 0 | 90 | 83 | 86 | -2 | -3
Cc1cccc(NC(=O)N2CCC(C(=O)c3ccc(F)cc3)CC2)c1 | 93 | 101 | 1 | 104 | 94 | 98 | -1 | 6
COc1ccc(C(=O)COC(=O)C2CCC(=O)N2)cc1 (configuration not stated) | 105 | 108 | 1 | 106 | 114 | 94 | 0 | -2
O=C(Cc1ccc(F)cc1)Nc1ccccc1Sc1ccccc1 | 99 | 99 | -1 | 102 | 95 | 97 | 1 | 9
COC(=O)c1c(-c2cccc(C)c2)csc1NC(=O)C1CCCO1 (configuration not stated) | 96 | 113 | 0 | 97 | 102 | 108 | 3 | 3
O=C(CCS(=O)(=O)c1ccccc1)Nc1ccc(N2CCN(Cc3ccccc3)CC2)cc1 | 92 | 94 | 1 | 93 | 92 | 94 | 4 | -1

Looked up above:
CC(=O)NCC(O)c1ccc([N+](=O)[O-])cc1 (configuration not stated) in procasp7 counter → 6
O=C(N/N=C/c1ccc(N2CCOCC2)cc1)c1ccncc1 in LAP4-GFP MLPCN → 114
O=C(CCS(=O)(=O)c1ccccc1)Nc1ccc(N2CCN(Cc3ccccc3)CC2)cc1 in AGP1-GFP MLPCN → 92
COc1ccc(C(=O)COC(=O)C2CCC(=O)N2)cc1 (configuration not stated) in procasp7 counter → 0
Cc1ccc(S(=O)(=O)N2CCN(C(=O)Cn3c(=O)cnc4ccccc43)CC2)cc1 in AHR act → 0
O=C(CSc1nnc2n1CCCN2C(=S)Nc1ccc(Cl)cc1)c1ccccc1 in AGP1-GFP MLPCN → 94

(listing goes on)
SMILES | LAP4-GFP MLPCN | RPL19A TOR yeast | AHR act | MEP2-GFP yeast | AGP1-GFP MLPCN | CIT2 TOR yeast | procasp7 counter | proCasp3 act
NC(=O)CC(NC(=O)Cc1ccc(Br)cc1)c1ccc(NCCN2CCOCC2)c([N+](=O)[O-])c1 (configuration not stated) | 94 | 100 | -1 | 94 | 98 | 100 | -6 | 0
COC(=O)c1sc(NC(=O)c2c(OC)cccc2OC)c(C#N)c1C | 99 | 99 | 21 | 105 | 100 | 98 | -2 | 8
CCOC(=O)N1CCC(NC(=O)CS(=O)(=O)Cc2nc(-c3cccc(Cl)c3)oc2C)CC1 | 104 | 99 | 2 | 95 | 102 | 98 | -10 | 2
N#CC1=C2SCC(O)(c3ccccc3)N2C(=O)CC1c1ccccc1 (configuration not stated) | 101 | 100 | -1 | 100 | 104 | 100 | 5 | -1
